hgDAF-12 ag = activates the H. glycines DAF-12 receptor ligand-binding domain. activation, % at 6.8 µM. HEK293 GAL4-hgDAF12 UAS-luciferase reporter, agonist luminescence; normalized to butyrate control. 370,000 tested, 1.8% active. AID 687014;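 active = activation above a cutoff set at the mean of all screened compounds plus 3 SD, cut at about 10% in these data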;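 also: 0% = DMSO wells and 100% = sodium butyrate wells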
DAX1 inh-1 = inhibitors of DAX1 repression of SF-1 activated StAR promoter; AID 652010; HEK293T StAR-luciferase reporter, SF-1/DAX-1 repression relief; 370,000 tested, 1.1% active; inhibition, % at 6.8 µM;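 active = inhibition above the mean over all tested compounds plus 3 SD, cut at about 3.6% in these data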;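 also: 0% = DAX-1 cells with DMSO and 100% = cells lacking DAX-1 with DMSO; higher inhibition means more luminescence from relief of DAX-1 repression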
ADAM17 inh = inhibitors of human ADAM17; recombinant ADAM17, EDANS/DABCYL FRET peptide cleavage; inhibition, % at 6.95 µM; 370,000 tested, 0.83% active; AID 720648;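 active = inhibition above the mean of compounds lying between control limits plus 3 SD, set per campaign, cut at about 8.5% in these data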;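 also: 0% = DMSO-only wells as the low control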
Target sequence (P78536 215-824 limits assumed): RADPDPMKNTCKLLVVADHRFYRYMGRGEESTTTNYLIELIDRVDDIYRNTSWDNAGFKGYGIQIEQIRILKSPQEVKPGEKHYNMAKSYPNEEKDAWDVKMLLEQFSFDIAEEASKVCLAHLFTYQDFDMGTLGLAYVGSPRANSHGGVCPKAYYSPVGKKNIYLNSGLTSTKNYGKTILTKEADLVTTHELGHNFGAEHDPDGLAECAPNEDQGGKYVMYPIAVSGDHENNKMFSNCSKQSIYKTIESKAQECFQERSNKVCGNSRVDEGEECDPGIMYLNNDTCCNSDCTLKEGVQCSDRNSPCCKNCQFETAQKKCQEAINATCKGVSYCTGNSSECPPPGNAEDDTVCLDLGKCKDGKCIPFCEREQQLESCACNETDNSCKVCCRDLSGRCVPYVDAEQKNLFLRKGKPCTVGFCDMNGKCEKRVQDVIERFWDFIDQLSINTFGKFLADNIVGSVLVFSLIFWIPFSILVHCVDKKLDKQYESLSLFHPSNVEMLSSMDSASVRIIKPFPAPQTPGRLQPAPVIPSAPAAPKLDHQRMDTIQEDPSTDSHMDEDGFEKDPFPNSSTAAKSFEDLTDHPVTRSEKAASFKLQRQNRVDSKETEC
PLC-beta3 inh = PLC-beta3 (human) inhibition, primary screen | Purified PLC-beta3, fluorogenic substrate, fluorescence | AID 720704 | Q01970 | 370,000 tested, 0.18% active | inhibition, % at 12.2 µM; in the data active = inhibition above about 11%;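 also: 0% = median of compound wells on plate and 100% = full blocker control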
Rev-erbA mod = modulates human Rev-erb alpha binding to DNA. P20393. Rev-erbα–FITC-DNA binding, fluorescence polarization, 90 min. activity, % at 10 µM. 370,000 tested, 0.79% active;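 active = activity above about 14%, limit read from the data; passing the limit was not always enough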;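 also: 0% = DMSO wells with 35 nM protein and 100% = DMSO wells with 750 nM protein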
SMARCA2 activ = increases SMARCA2 function in MMTV reporter cells. activation, % at 9.1 µM. AID 652017. 370,000 tested, 1% active. MG213 cells, MMTV-luciferase reporter, dexamethasone, overnight; in the data active = activation above about 7.8%;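 also: 0% = vehicle wells and 100% = reference activator wells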
ssDAF-12 act = S. stercoralis DAF-12 activation, primary screen; HEK293 ssDAF-12/GRIP1 lit1-tk-luc reporter, luminescence; % of 3 µM dafachronic acid response; activation, % at 6.8 µM; 370,000 tested, 1% active; AID 652126;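 active = activation above the mean over all tested compounds plus 3 SD, cut at about 0.9% in these data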;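 also: 0% = DMSO-only wells and 100% = 3 µM delta7-dafachronic acid wells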
hcDAF12 agonist = activates DAF-12 receptor from parasite H. contortus; activation, % at 6.8 µM; AID 652067; HEK293 hcDAF-12 lit1-tk-luc reporter, luminescence; 0% DMSO, 100% Δ7-dafachronic acid; 370,000 tested, 1.4% active;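 active = activation above the mean of all tested compounds plus 3 SD, cut at about 5.5% in these data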;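 also: 100% = response to 3 µM Δ7-dafachronic acid high control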
PLCg1 inh = inhibitors of human phospholipase C gamma1. P19174. purified PLC-gamma1, fluorogenic substrate, fluorescence. inhibition, % at 12.2 µM. 370,000 tested, 0.84% active; in the data active = inhibition above about 9.5%
DAX1 inh-2 = inhibits human nuclear receptor DAX1; P51843; AID 504766; inhibition, % at 6.75 µM; HEK293 Gal4-DAX1 luciferase reporter, luminescence; 340,000 tested, 0.99% active;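 active = inhibition above the mean over all tested compounds plus 3 SD, cut at about 4.2% in these data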;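 also: 0% = DAX1-transfected cells with DMSO and 100% = empty-vector control cells with DMSO; inhibition shows as a rise in luminescence from relieved DAX1 repression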
MBD2 inh = MBD2-methylated oligo binding inhibition; TR-FRET, MBD2 binding to methylated oligonucleotide; 370,000 tested, 0.31% active; inhibition, % at 4.4 µM; in the data active = inhibition above about 13%
Target sequence (Q9UBB5 whole entry, looked up): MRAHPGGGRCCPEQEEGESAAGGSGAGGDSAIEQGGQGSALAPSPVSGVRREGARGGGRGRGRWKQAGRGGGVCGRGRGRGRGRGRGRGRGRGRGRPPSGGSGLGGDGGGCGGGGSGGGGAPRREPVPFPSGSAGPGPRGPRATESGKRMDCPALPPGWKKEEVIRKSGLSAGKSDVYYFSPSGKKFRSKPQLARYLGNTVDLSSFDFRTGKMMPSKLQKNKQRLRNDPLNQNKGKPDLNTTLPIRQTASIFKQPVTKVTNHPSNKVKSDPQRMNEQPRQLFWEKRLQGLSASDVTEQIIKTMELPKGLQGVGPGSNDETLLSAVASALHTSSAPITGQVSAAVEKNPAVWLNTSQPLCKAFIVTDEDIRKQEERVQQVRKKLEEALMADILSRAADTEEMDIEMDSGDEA
The depositor's hits bear a star; i = inactive; nt = not tested or not shown; & = joins results of further samples.

SMILES	hgDAF-12 ag	DAX1 inh-1	ADAM17 inh	PLC-beta3 inh	Rev-erbA mod	SMARCA2 activ	ssDAF-12 act	hcDAF12 agonist	PLCg1 inh	DAX1 inh-2	MBD2 inh
Cc1onc(-c2ccccc2)c1C(=O)OCC(=O)NC(=O)c1ccccc1	1.2	1.3	-1	-3	6	-2	-0.9	-1.3	1	-0.1	4
Cc1ccc(/C=N/NC(=O)C2(O)c3ccccc3-c3ccccc32)o1	-0.3	0.2	0	2	-2	5	-0.7	-0.5	0	-0.5	-2
Cn1c(SCC(=O)NC2CCCC2)nc2c(c1=O)SCC2	0.6	-1.8	-2	-7	-2	-3	-1.3	4.4	5	0.3	0
Cc1ccccc1/C=C1\Oc2ccccc2C1=O	3.7	-0.1	-7	-19	-7	-2	-0.7	-0.4	-12	0.1	5
Cc1cc(NC(=O)c2cc(-c3ccccn3)nc3c(Cl)cccc23)no1	-0.3	-0.3	-6	-12	15	-2	-0.3	0.4	-3	0.1	-1
O=C(c1ccc2c(=O)n3c(nc2c1)CCCCC3)N1CCN(c2ccc(Cl)cc2)CC1	-2.2	-1.2	-4	-4	0	-1	-1.9	-3.2	0	-1.0	-1
Cc1ccc(C)c2[nH]c(=O)c(CN(Cc3cccs3)C(=S)NCc3ccco3)cc12	-0.3	-0.1	2	-1	-3	-2	-0.7	-0.8	1	0.5	4
COCCNC(=O)C(OC(=O)c1ccco1)c1ccc(OC)cc1 (stereo not drawn)	0.4	0.6	1	-5	0	0	-1.7	-0.3	0	-0.8	2
O=C(NCc1ccco1)C(c1ccc(F)cc1)N(C(=O)Cc1cccs1)c1cccnc1 (stereo not drawn)	-0.9	0.5	-5	-2	-2	-6	-1.2	-0.9	-1	0.0	-4
Cc1ccc(CN2CCN(/N=C/c3cccnc3)CC2)cc1	1.3	0.7	-1	4	5	0	-0.9	0.9	0	-0.9	1
CCn1c(CSc2nc(C)cc(C)n2)nnc1SCC(N)=O	-1.9	0.6	0	2	12	0	-1.4	-1.7	2	2.6	-1
CC(=O)CC(=O)NC(=NC1CCCCC1)Nc1nc(C)cc(C)n1	5.7	2.2	-1	0	0	-2	0.3	-1.2	5	3.7	-4
COc1cc2c(cc1OC)C(C)N(C(=O)/C=C/c1cc(OC)c(OC)c(OC)c1)CC2 (stereo not drawn)	-0.6	-0.5	-6	-8	0	-1	-1.4	-2.5	-7	-1.3	-6
O=C(CNC(=O)c1cccc(F)c1)OCC(=O)N1CCCc2ccccc21	-1.5	0.0	2	5	1	-4	-0.9	-0.2	12*	-1.6	-6
CN1CCN(C(=O)CCc2nc3ccccc3n2-c2ccccc2)CC1	-0.8	0.0	-4	0	-3	0	-1.0	-3.1	1	0.8	4
CCOC(=O)Cc1nnc(NC(=O)CSc2nnc3c4ccccc4n(C)c3n2)s1	-0.3	-0.7	1	-8	-15	1	-1.3	0.4	-6	-1.9	-5
Oc1ccc(C[C@H]2CNC(=S)N2CC2CCCN2C[C@H](Cc2ccccc2)N2C[C@H](Cc3ccc(O)cc3)N(CC3CCCCCC3)C2=S)cc1 (stereo partly drawn)	-1.2	4.9*	2	5	2	-4	-1.3	-0.4	2	-1.0	2
CC1=NS(=O)(=O)NC(C)(C)C1	-2.5	0.7	-2	4	-1	2	-0.4	-1.3	-2	1.8	1
CC1CN(C(=O)COC(=O)c2ccc3ccccc3c2)CC(C)O1 (stereo not drawn)	-2.6	0.1	-9	-5	3	1	-0.6	1.1	-1	1.5	-6
COc1ccc(OC)c(C2C3CN(C(C)C)CC=C3C(C#N)=C(N)C2(C#N)C#N)c1 (stereo not drawn)	1.5	-0.1	-25	-113	7	-1	-1.1	-0.6	-85	-1.2	-10

Reformatted: results already given
Structure: Cc1cc(NC(=O)c2cc(-c3ccccn3)nc3c(Cl)cccc23)no1
  hgDAF-12 ag = -0.3; DAX1 inh-1 = -0.3; ADAM17 inh = -6; PLC-beta3 inh = -12; Rev-erbA mod = 15; SMARCA2 activ = -2; ssDAF-12 act = -0.3; hcDAF12 agonist = 0.4; PLCg1 inh = -3; DAX1 inh-2 = 0.1; MBD2 inh = -1

Structure: COCCNC(=O)C(OC(=O)c1ccco1)c1ccc(OC)cc1 (stereo not drawn)
  hgDAF-12 ag = 0.4; DAX1 inh-1 = 0.6; ADAM17 inh = 1; PLC-beta3 inh = -5; Rev-erbA mod = 0; SMARCA2 activ = 0; ssDAF-12 act = -1.7; hcDAF12 agonist = -0.3; PLCg1 inh = 0; DAX1 inh-2 = -0.8; MBD2 inh = 2

Continued.
SMILES	hgDAF-12 ag	DAX1 inh-1	ADAM17 inh	PLC-beta3 inh	Rev-erbA mod	SMARCA2 activ	ssDAF-12 act	hcDAF12 agonist	PLCg1 inh	DAX1 inh-2	MBD2 inh
O=C(CC1NCCN(Cc2ccccc2)C1=O)Nc1ccc(Cl)cc1 (stereo not drawn)	1.7	0.6	1	-5	-5	-5	-1.6	-0.3	2	0.8	0
COC(=O)C(C(=O)OC)c1ccccc1NS(=O)(=O)c1c(C)cc(C)cc1C	-0.1&-2.8	-0.2&-0.5	2&-1	2&2	3&13	-4&0	-1.1&-0.2	-0.4&-2.6	2&3	nt	0&4
Cc1ccc(C(=O)NC2CCS(=O)(=O)C2)cc1S(=O)(=O)N1CCOCC1 (stereo not drawn)	1.5	0.4	-4	1	5	-2	-1.3	0.1	2	0.4	4
Cn1cc([N+](=O)[O-])c(C(=O)Nc2ccn(Cc3c(F)c(F)cc(F)c3F)n2)n1	-4.4	-0.3	2	3	0	1	-1.5	0.3	2	-1.7	-8
O=C(Cc1ccccc1)NC(Nc1cccc2ccccc12)C(Cl)(Cl)Cl (stereo not drawn)	0.4	-0.5	0	-2	4	1	-1.4	0.1	-2	-0.3	-6
Cc1cccn2c(=O)c3cc(C(=O)NCCCN4CCCC4=O)n(C)c3nc12	-0.3	0.2	i	i	-3	1	-1.4	-1.2	i	0.3	-8
Fc1ccc(CNc2nc(-c3cccnc3)nc3ccccc23)cc1	-0.2	0.1	-1	-28	-2	-2	-1.5	0.5	-12	-0.6	-4
COc1ccc(NC(=O)c2cc3ccccc3cc2OC)cc1	15*	2.4	-1	-86	4	6	3.2*	12*	-67	3.8	0
O=C(COC(=O)c1ccc(S(=O)(=O)N2CCCCCC2)cc1)NCc1ccc(Cl)cc1	-0.8	1.7	-5	-3	-1	-3	-1.2	-0.9	0	0.9	0
Cc1ccc(C(=O)NC(=S)N2CCN(C)CC2)cc1	5.7	-0.2	-5	-7	3	3	-1.1	2.5	-2	1.9	3
CCc1ccccc1NC(=O)CNC(=O)CNC(=O)Cc1ccccc1	-3.3	1.2	-1	-5	-3	0	-1.4	-1.5	2	0.2	1
Nc1c(-c2nn[nH]n2)cnn1-c1cc(Cl)cc(Cl)c1	1.6	-0.2	0	-6	-1	-2	-1.3	-1.8	2	0.3	-5
CCCn1c(C(C)Nc2nc(-c3ccc(Cl)c([N+](=O)[O-])c3)cs2)nc2ccccc21 (stereo not drawn)	0.2	-0.3	0	-1	-4	0	-1.2	-0.2	0	0.1	-1
COc1ccc(S(=O)(=O)N(C)C)cc1NC(=O)c1ccc2c(c1)NC(=O)C(C)S2 (stereo not drawn)	0.5	-3.3	-3	-11	1	-3	-1.8	-1.3	-1	0.8	0
COc1ccc(C(CNC(=O)COc2ccc(Cl)c(C)c2)N2CCCCC2)cc1 (stereo not drawn)	-0.7	-0.5	6	-1	-2	-4	-1.6	-0.4	1	0.0	-4
CCOc1ccc(N(Cc2nnc3n2CCCCC3)C(=O)Nc2cccc(C)c2)cc1	-2.1	0.7	-3	-8	-1	-5	-1.3	0.8	1	6.6*	-4
Cc1cc([N+](=O)[O-])ccc1NC(=O)CN1C2CCC1CC(NC(=O)NC13CC4CC(CC(C4)C1)C3)C2 (stereo not drawn)	0.5	-1.0	1	-12	-1	-6	-1.4	-1.4	8	-1.6	9
O=C(O)CC(C(=O)OCCOc1ccccc1)N1CCOCC1 (stereo not drawn)	1.1	-1.5	-3	7	-1	-1	-0.9	-0.5	-1	2.1	3
COC(=O)c1ccc2ncccc2c1	0.4	0.7	-5	-2	-1	1	-0.5	1.1	1	-0.4	9
CCOc1ccccc1C(=O)NCc1ccc2c(c1)OCO2	2.4	-0.7	0	0	6	1	-1.7	-1.9	3	-0.5	-1

Eleven of the compounds above, with two lines to a compound:
Order of values: hgDAF-12 ag, DAX1 inh-1, ADAM17 inh, PLC-beta3 inh, Rev-erbA mod, SMARCA2 activ, ssDAF-12 act, hcDAF12 agonist, PLCg1 inh, DAX1 inh-2, MBD2 inh
Cc1ccc(C(=O)NC(=S)N2CCN(C)CC2)cc1
→ 5.7, -0.2, -5, -7, 3, 3, -1.1, 2.5, -2, 1.9, 3
CCc1ccccc1NC(=O)CNC(=O)CNC(=O)Cc1ccccc1
→ -3.3, 1.2, -1, -5, -3, 0, -1.4, -1.5, 2, 0.2, 1
Nc1c(-c2nn[nH]n2)cnn1-c1cc(Cl)cc(Cl)c1
→ 1.6, -0.2, 0, -6, -1, -2, -1.3, -1.8, 2, 0.3, -5
CCCn1c(C(C)Nc2nc(-c3ccc(Cl)c([N+](=O)[O-])c3)cs2)nc2ccccc21 (stereo not drawn)
→ 0.2, -0.3, 0, -1, -4, 0, -1.2, -0.2, 0, 0.1, -1
COc1ccc(S(=O)(=O)N(C)C)cc1NC(=O)c1ccc2c(c1)NC(=O)C(C)S2 (stereo not drawn)
→ 0.5, -3.3, -3, -11, 1, -3, -1.8, -1.3, -1, 0.8, 0
COc1ccc(C(CNC(=O)COc2ccc(Cl)c(C)c2)N2CCCCC2)cc1 (stereo not drawn)
→ -0.7, -0.5, 6, -1, -2, -4, -1.6, -0.4, 1, 0.0, -4
CCOc1ccc(N(Cc2nnc3n2CCCCC3)C(=O)Nc2cccc(C)c2)cc1
→ -2.1, 0.7, -3, -8, -1, -5, -1.3, 0.8, 1, 6.6*, -4
Cc1cc([N+](=O)[O-])ccc1NC(=O)CN1C2CCC1CC(NC(=O)NC13CC4CC(CC(C4)C1)C3)C2 (stereo not drawn)
→ 0.5, -1.0, 1, -12, -1, -6, -1.4, -1.4, 8, -1.6, 9
O=C(O)CC(C(=O)OCCOc1ccccc1)N1CCOCC1 (stereo not drawn)
→ 1.1, -1.5, -3, 7, -1, -1, -0.9, -0.5, -1, 2.1, 3
COC(=O)c1ccc2ncccc2c1
→ 0.4, 0.7, -5, -2, -1, 1, -0.5, 1.1, 1, -0.4, 9
CCOc1ccccc1C(=O)NCc1ccc2c(c1)OCO2
→ 2.4, -0.7, 0, 0, 6, 1, -1.7, -1.9, 3, -0.5, -1

Later entries.
SMILES	hgDAF-12 ag	DAX1 inh-1	ADAM17 inh	PLC-beta3 inh	Rev-erbA mod	SMARCA2 activ	ssDAF-12 act	hcDAF12 agonist	PLCg1 inh	DAX1 inh-2	MBD2 inh
CCCCCCCCCn1ccc(=N)cc1	-11	-2.3	-5	-3	-3	-11	-2.4	-5.6	1	-8.6	-7
NS(=O)(=O)c1ccc(Nc2nc(-c3cccc([N+](=O)[O-])c3)cs2)cc1	1.3	-2.7	3	2	-7	-3	-1.2	-1.1	2	-1.3	1
O=C(Nc1ccc(F)cc1)C1(S(=O)(=O)c2ccc(Cl)cc2)CC1	-2.0	-0.2	-1	-15	-9	-4	-1.2	-1.1	-2	-1.4	0
O=C(Nc1cnns1)Oc1ccccc1	-0.3	0.0	-4	4	-4	-3	-1.2	0.4	-1	0.0	3

Assay outcomes from PubChem.
